RGS4 inhibitor = Inhibitors of Regulator of G Protein Signaling (RGS) 4: qHTS. 390,000 tested, 0.039% active. Potency, µM (series often up to 114 µM), for the others: top-dose activity change, negative = inhibition, hits mostly inhibitors. Transcreener GDP fluorescence polarization, RGS4-accelerated GTP hydrolysis. Regulator of G-protein signaling 4 (Homo sapiens), P49798. AID 504845, 2011; further: potency means the concentration at half of the fitted maximal effect; on the % scale 0 is the no-effect control and ±100 the full control effect; nearly all actives have a fitted effect of over 75% in size; some results filed as inactive show a strong effect at the top dose
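MLSMR compounds (23 nl, pin-transferred) preincubated 10 min at room temperature with a 500nM (2x) first reagent, then RGS4 at 900nM (2x) plus Transcreener GDP mix added; fluorescence polarization (620/688 nm) read before and after 90 min at 30 °C.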
JMJD2A Tudor = qHTS Assay for Inhibitors of JMJD2A-Tudor Domain. Lysine-specific demethylase 4A (Homo sapiens), O75164. AlphaScreen JMJD2A-Tudor / H3K4me3 peptide binding. Potency, µM (titrated, usually from 114 µM), without a hit: top-dose activity change, negative = inhibition, actives largely listed as inhibitors. 390,000 tested, 4.4% active; further: potency means the concentration at half of the fitted maximal effect; on the % scale 0 is the no-effect control and ±100 the full control effect; nearly all actives have a fitted effect of over 50% in size
PI4K2A block = qHTS for small molecular inhibitors of PI4K2A | purified PI4K2A, ADP-Glo luminescence, 1 h; active compounds read low | activity change, negative = inhibition, % at 76.9 µM | 420,000 tested, 0.13% active | AID 1346378, 2018; in the data active means activity change below about -50%; inconclusive means mostly about -30% to -49%;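 further: -100% = wells without enzyme as full effect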
Target sequence (Q9BTU6 whole entry, looked up): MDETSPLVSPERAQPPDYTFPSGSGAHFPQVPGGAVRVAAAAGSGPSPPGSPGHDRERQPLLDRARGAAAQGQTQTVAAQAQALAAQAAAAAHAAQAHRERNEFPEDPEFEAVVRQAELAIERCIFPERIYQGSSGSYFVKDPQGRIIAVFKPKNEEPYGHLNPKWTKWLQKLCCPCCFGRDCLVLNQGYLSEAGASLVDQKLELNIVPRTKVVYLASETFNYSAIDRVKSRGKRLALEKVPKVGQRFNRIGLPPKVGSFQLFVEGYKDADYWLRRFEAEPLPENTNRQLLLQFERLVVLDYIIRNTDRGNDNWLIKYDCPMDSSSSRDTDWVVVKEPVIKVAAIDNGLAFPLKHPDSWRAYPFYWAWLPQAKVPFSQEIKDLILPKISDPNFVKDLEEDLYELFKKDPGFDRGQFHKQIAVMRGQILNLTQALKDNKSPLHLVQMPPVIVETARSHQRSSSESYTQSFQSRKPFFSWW
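In this quantitative HTS, ADP production by PI4K2A was quantified luminescently after 1 h at ambient temperature; 100 microM adenosine served as plate-quality control.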
HP1b chromo inh = HTS for Inhibitors of HP1-beta Chromodomain Interactions with Methylated Histone Tails; Chromobox protein homolog 1 (Homo sapiens), P83916; 390,000 tested, 0.56% active; Potency, µM (titrated, usually from 114 µM), for the others: at the highest dose activity change, negative = inhibition, actives largely listed as inhibitors; AID 540317, 2011; AlphaScreen HP1-beta / biotin-H3K9me3 peptide binding; further: potency means the concentration at half of the fitted maximal effect; nearly all actives have a fitted effect of over 70% in size; inactives centre near 23
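HP1-beta protein (50 nM final) preincubated 30 min at room temperature with biotinylated H3(1-18)K9me3 peptide (50 nM) in PBS pH 7.4, 0.01% Tween-20, then compound added for 30 min. AlphaScreen streptavidin donor/nickel chelate acceptor beads (10 ug/mL final), 30 min dark, luminescence read.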
12-LOX inh = Primary qHTS assay for inhibitors of human arachidonate 12S-lipoxygenase (ALOX12): Round 2 | Polyunsaturated fatty acid lipoxygenase ALOX12 (Homo sapiens), P18054 | purified 12hLO, xylenol orange hydroperoxide absorbance | Potency, µM (highest dose often 108 µM), inactives show top-dose activity change, negative = inhibition, usual class: inhibitors | 580,000 tested, 1.1% active; further: potency means the concentration at half of the fitted maximal effect; on the % scale 0 is the no-effect control and ±100 the full control effect
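Hydroperoxide product was detected by ferrous iron/xylenol orange as the 573 to 405 nm absorbance ratio. Arachidonic acid at 40 uM (final) was turned over for 30 min at room temperature by 150 nM human 12hLO, pH 7.0 Hepes buffer, after 15 min compound preincubation.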
ERG-DNA inh = qHTS for Small Molecule Inhibitors of the ERG Ets/DNA interaction; Transcriptional regulator ERG (Homo sapiens), P11308; fluorescence polarization, His-ERG Ets domain / labelled DNA; Potency, µM (highest dose often 76.9 µM), without a hit: at the top dose FP activity, negative = inhibition, actives largely listed as inhibitors; 370,000 tested, 0.028% active; AID 624246, 2012; active means well fitted inhibition curve with a large enough effect in the polarisation, with a control signal flat; inconclusive means small, poorly fitted or top-dose-only effect, or effect the other way, or a change in a side signal; inactive means no such curve, though single readings can be large or run the other way; the % refers to the polarisation;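 further: polarization taken with two DNA probes labelled with fluorescein and Texas red; potency means the concentration at half of the fitted maximal effect; % of control where 0% means no effect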
Target sequence (P11308 whole entry, looked up, the tested form may be a part): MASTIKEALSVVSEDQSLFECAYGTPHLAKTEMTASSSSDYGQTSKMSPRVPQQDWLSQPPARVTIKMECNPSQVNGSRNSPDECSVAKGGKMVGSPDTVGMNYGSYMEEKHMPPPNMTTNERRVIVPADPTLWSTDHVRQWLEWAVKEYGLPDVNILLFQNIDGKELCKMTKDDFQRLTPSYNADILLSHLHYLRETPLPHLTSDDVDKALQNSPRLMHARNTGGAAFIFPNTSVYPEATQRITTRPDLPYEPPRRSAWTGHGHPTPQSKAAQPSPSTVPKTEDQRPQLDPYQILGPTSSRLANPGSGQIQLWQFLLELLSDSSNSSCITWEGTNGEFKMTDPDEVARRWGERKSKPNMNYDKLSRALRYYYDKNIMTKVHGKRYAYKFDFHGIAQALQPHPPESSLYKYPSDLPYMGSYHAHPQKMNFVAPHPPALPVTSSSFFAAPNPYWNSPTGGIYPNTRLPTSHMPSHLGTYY
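His-tagged ERG Ets domain (1 uM in the protein solution; 300mM KCl, 50mM Tris-HCl, 1mM EDTA, 1mM DTT, pH 7.5) received compound, then a probe mix of 5 nM fluorescein-DNA and 100nM Texas-615-DNA. Fluorescence polarization was read for both dyes.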
G9a block = qHTS Assay for Inhibitors of Histone Lysine Methyltransferase G9a; Histone-lysine N-methyltransferase EHMT2 (Homo sapiens), Q96KQ7; G9a H3K9 monomethylation, AlphaScreen, 2 h; Potency, µM (titrated, usually from 102 µM), inactives show top-dose activity, negative = inhibition, actives largely listed as inhibitors; 350,000 tested, 8.8% active; AID 504332, 2011; further: potency means the concentration at half of the fitted maximal effect; on the % scale 0 is the no-effect control and ±100 the full control effect; nearly all actives have a fitted effect of over 75% in size
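AlphaScreen detection with an anti-monomethyl H3K9 antibody quantified product after a 2 h room-temperature reaction containing 500 nM biotinylated H3K9 peptide, 20 µM SAM and 20 nM enzyme, which had been preincubated 15 min with compound.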
GLS inh = qHTS for Inhibitors of Glutaminase (GLS) | AID 624170, 2012 | Potency, µM (titrated, usually from 45.5 µM), without a hit: top-dose activity change, negative = inhibition, most hits filed as inhibitors | GLS enzymatic activity, qHTS titration | 410,000 tested, 0.21% active | Glutaminase kidney isoform, mitochondrial (Homo sapiens), O94925; further: potency means the concentration at half of the fitted maximal effect; on the % scale 0 is the no-effect control and ±100 the full control effect
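Two-point fluorescence kinetic (t0, 30 min RT) for hKGA; glutamate detected via glutamate oxidase–HRP–Amplex Red. Substrate: 1 mM L-glutamine solution; buffer 45 mM KH2PO4, pH 8.2.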
BAZ2B block = qHTS Assay for Inhibitors of BAZ2B. 360,000 tested, 4.4% active. AlphaScreen BAZ2B-H3K14Ac peptide displacement. Bromodomain adjacent to zinc finger domain protein 2B (Homo sapiens), Q9UIF8. Potency, µM (doses to about 114 µM), for the others: at the top dose activity change, negative = inhibition, actives largely listed as inhibitors; further: potency means the concentration at half of the fitted maximal effect; on the % scale 0 is the no-effect control and ±100 the full control effect; nearly all actives have a fitted effect of over 60% in size
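Compounds, titrated to a top concentration of 110 uM, were incubated 30 min at room temperature with preformed BAZ2B/acetyl-K14 H3 peptide complex (50 nM each). Proximity signal was measured by AlphaScreen after 20 min with beads.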
* = called active by the depositor; i = inactive; ? = inconclusive; . = not tested or not shown; & = joins results of further samples; [ ] = dose if it differs, or a comment. Unless noted, the call rests on the fitted dose curve; in most records, active means well fitted curve in the direction sought with a large enough effect; inconclusive means small, poorly fitted or top-dose-only effect, or another doubt; inactive means no such curve, though single readings can be large; an effect the other way counts as inactive or inconclusive. These rows are one share of the data (hit frequency here may not be typical).

# | RGS4 inhibitor | JMJD2A Tudor | PI4K2A block | HP1b chromo inh | 12-LOX inh | ERG-DNA inh | G9a block | GLS inh | BAZ2B block | molecule
1 | -30% | -24% | 4 | 18% | -19% | 0% | 19%[59 µM] | -16% | 1% | Cc1cc(C)cc(NC(=O)CCCSc2nc3ccccc3[nH]2)c1
2 | -8% | -13% | -4 | 23% | -17% | -1% | 3%[59 µM] | -4% | -5% | NC(=S)Nn1c(CCC(=O)O)ccc1-c1ccccc1
3 | -18%[11.4 µM] | 12%[11.4 µM] | -4 | 49%[activator] | 0% | -2% | 46%[12.7 µM] | -3% | -9% | CCOc1nc(N=C(N)N)nc2c(C)cccc12
4 | 23% | 10% | -1 | 25% | 0% | -7% | 18% | 21% | 12% | CC(C)(C)NC(=O)CSc1nsc(SCC(=O)NC(C)(C)C)c1C#N
5 | -1% | 79µM* | 2 | ? | -2% | -16% | ? | 2% | ? | Cn1cccc1/C=N/NC(=O)c1cccc(OC(F)(F)C(F)F)c1
6 | -37% | -14% | 3 | 23% | -4% | -1% | 15% | 10% | -24% | O=C(NCc1ccco1)/C(=C\c1cccc([N+](=O)[O-])c1)NC(=O)c1ccco1
7 | -4% | -18% | -2 | 11%[57 µM] | -22% | 16% | 0%[59 µM] | -15% | -3% | CCCCOc1ccc(CNC(=O)CN2C(=O)CCn3nc(-c4cn(C)c5ccccc45)cc32)cc1
8 | -12% | -12% | -4 | -7%[57 µM] | 23% | 2% | 15%[0.501 µM] | 2% | -14% | CCN(C(=O)CN1C(=O)/C(=C/c2ccccc2F)SC1=S)C1CCS(=O)(=O)C1 (stereo not drawn)
9 | 7% | ? | -2 | ? | -1% | 10% | 45µM* | 2% | 13µM* | CCC(=NCc1ccc(Cl)c(Cl)c1)c1nc(-c2ccco2)oc1O
10 | 3% | 7% | -4 | 15% | -18% | -2% | 2% | 0% | -19% | Cc1nnc(NC(=O)CCn2c(=O)oc3ccccc32)s1
11 | -16% | -13% | 11 | 6% | 0% | 0% | -4%[2.33 µM] | 4% | 6% | COC(/C=C/Nc1ccc(C)c(C)c1)=C(C#N)C#N
12 | 10% | 0% | 4 | 53%[activator] | 8% | 9% | -3%[59 µM] | -6% | -4% | CCCn1nc2cc(C(=O)NCCc3cccs3)ccc2c1OCC
13 | 20% | -13% | 2 | 19% | -7% | 6% | 0% | -5% | -14% | Cc1cc(=O)oc2cc(OCC(=O)NCC3CCCO3)ccc12 (stereo not drawn)
14 | -18% | ? | 0 | -8% | ? | -12% | ? | 3% | -34% | Cc1ccc2nc(-c3c[nH]c4ccccc34)c(Nc3ccc(F)cc3)n2c1
15 | 19% | ? | 0 | 0% | -6% | . | 22%[12.7 µM] | 6% | -31% | Cc1cc(N2CCN(S(=O)(=O)c3ccc(Cl)cc3)CC2)c2ccccc2n1
16 | -32% | ? | -3 | ? | ? | -6% | . | 14% | ? | CCOC(=O)CSc1n[nH]c(=S)s1
17 | -3% | -2% | 3 | 25% | i | 19% | . | 10% | -4% | COc1ccc(NC2CCCN(C(=O)c3ccc(C)c(N4CCNC4=O)c3)C2)cc1 (stereo not drawn)
18 | -9% | -2% | -2 | 18% | 9% | -3% | ? | 0% | 11% | CS(=O)(=O)N(CC(=O)NCCSCc1c(F)cccc1Cl)c1ccc2c(c1)OCO2
19 | -39% | -11% | -3 | 25% | 30% | 10% | -12%[59 µM] | 2% | 0% | Cc1nc2ccccc2n1C(=O)N1CCOCC1
20 | -17% | -6% | 1 | 112%[activator] | 2% | -3% | -40% | -1% | 0% | O=C(CNc1ccccc1N1CCCC1=O)Nc1cc(Cl)ccc1-n1cncn1
21 | 15% | -11% | -2 | 30% | 0% | 1% | 16%[59 µM] | 5% | 0% | COc1ccc(-n2ncc3c(=O)n(CC(=O)N4c5ccccc5CC4C)cnc32)cc1 (stereo not drawn)
22 | 5% | -8% | -5 | 3% | 10% | -4% | . | 15% | . | O=C(CCNS(=O)(=O)c1ccc(OC(F)(F)F)cc1)NC1CC1
23 | -7% | -4% | -1 | 31% | -16% | -15% | . | -3% | . | CC1CN(N=Cc2ccc([N+](=O)[O-])o2)C(=N)O1 (stereo not drawn)
24 | 12% | -4% | 6 | 24% | -1% | 5% | . | 0% | -16% | CCc1ccc(-c2cc(C)no2)cc1S(=O)(=O)Nc1cccc(CN2CCCC2)c1

Numbers 16 through 22, reprinted for reference:
# | RGS4 inhibitor | JMJD2A Tudor | PI4K2A block | HP1b chromo inh | 12-LOX inh | ERG-DNA inh | G9a block | GLS inh | BAZ2B block | molecule
16 | -32% | ? | -3 | ? | ? | -6% | . | 14% | ? | CCOC(=O)CSc1n[nH]c(=S)s1
17 | -3% | -2% | 3 | 25% | i | 19% | . | 10% | -4% | COc1ccc(NC2CCCN(C(=O)c3ccc(C)c(N4CCNC4=O)c3)C2)cc1 (stereo not drawn)
18 | -9% | -2% | -2 | 18% | 9% | -3% | ? | 0% | 11% | CS(=O)(=O)N(CC(=O)NCCSCc1c(F)cccc1Cl)c1ccc2c(c1)OCO2
19 | -39% | -11% | -3 | 25% | 30% | 10% | -12%[59 µM] | 2% | 0% | Cc1nc2ccccc2n1C(=O)N1CCOCC1
20 | -17% | -6% | 1 | 112%[activator] | 2% | -3% | -40% | -1% | 0% | O=C(CNc1ccccc1N1CCCC1=O)Nc1cc(Cl)ccc1-n1cncn1
21 | 15% | -11% | -2 | 30% | 0% | 1% | 16%[59 µM] | 5% | 0% | COc1ccc(-n2ncc3c(=O)n(CC(=O)N4c5ccccc5CC4C)cnc32)cc1 (stereo not drawn)
22 | 5% | -8% | -5 | 3% | 10% | -4% | . | 15% | . | O=C(CCNS(=O)(=O)c1ccc(OC(F)(F)F)cc1)NC1CC1

Remaining list, next part:
# | RGS4 inhibitor | JMJD2A Tudor | PI4K2A block | HP1b chromo inh | 12-LOX inh | ERG-DNA inh | G9a block | GLS inh | BAZ2B block | molecule
25 | 2% | -20% | 1 | 28% | -72% | 15% | -11%[12.7 µM] | -5% | -14% | CN1CCC=C(C(=O)N2c3ccccc3Sc3ccc(Cl)cc32)C1
26 | 5% | -16% | -2 | 28% | 5% | -15% | 1%[12.7 µM] | -9% | -1% | O=C(Cn1c(=O)n(-c2cccc(Cl)c2)c(=O)n1CC(=O)N1CCCCC1)N1CCCCC1
27 | -14% | -19% | -4 | 9% | ? | -5% | ? | 1% | -20% | CCOc1ccc2oc(C(=O)NCC(c3ccco3)N(C)C)c(C)c2c1 (stereo not drawn)
28 | 21% | -6% | 4 | 28% | 1% | -3% | -3% | 3% | -8% | CCN(C(=O)CSc1nnc(-c2ccccc2Br)o1)C1CCS(=O)(=O)C1 (stereo not drawn)
29 | -13% | 5% | 0 | 33% | -15% | 9% | 9% | -2% | -2% | COc1ccc(N(C(=O)CNC(=O)c2ccco2)C(C(=O)NC2CCCC2)c2ccco2)cc1 (stereo not drawn)
30 | -8% | 0% | 1 | 22% | 222%[activator] | -2% | 8% | 1% | -1% | Nc1nnn(CC(=O)N/N=C/c2ccccc2Cl)n1
31 | 0% | -6% | 2 | 29% | 1% | 4% | 5% | 0% | -14% | O=C(Cc1cccc(C(F)(F)F)c1)N1CCCC1
32 | 8% | -12% | 4 | 17% | -3% | -5% | -21%[59 µM] | -5% | -3% | COc1ccccc1-n1cnnc1SCC(=O)NC1CCCC1
33 | -32% | -10% | -5 | 36% | 6% | 6% | -9% | 5% | -12% | CCCCn1c(NCc2ccncc2)nc2ccccc21
34 | 15% | -13% | -3 | 13% | 0% | 0% | 3%[59 µM] | 0% | -1% | COc1ccc(CCNC(=O)CCCn2c(=O)c3ccccc3n(Cc3ccccc3C)c2=O)cc1OC
35 | -1% | -12% | -10 | 5% | -24% | 5% | ? | 0% | -33% | COc1ccccc1C1C(C(C)=O)=C(O)C(=O)N1c1ccc(O)cc1 (stereo not drawn)
36 | -3% | -10% | -3 | 37% | -4%&4% | 1% | 1%[59 µM] | 8% | -3% | CCCc1nnc(NC(=O)c2cc(=O)c3cc(C)c(C)cc3o2)s1
37 | -1% | -15% | 0 | 34% | -4% | 5% | 27%[2.33 µM] | 2% | 7% | CCN(CC)S(=O)(=O)c1ccc2[nH]c(=O)cc(C(=O)NCC(c3ccco3)N3CCCC3)c2c1 (stereo not drawn)
38 | 16% | -4% | 81 | 21% | 0% | 1% | -3%[59 µM] | 2% | -2% | O=C(Nc1ccc(F)cc1)C(NC1CCCCC1)c1ccccc1 (stereo not drawn)

Compound activity (PubChem)
